Rin1 Abl inh: inhibitors of Rin1-Abl protein binding, primary screen, biochemical, TR-FRET; inhibition, % at 7.35 µM; hit rate 0.4% among 360,000; in the data active = inhibition above about 5%, passing the limit was not always enough
SUMO1 PPI mod: modulators of SUMO1 protein-protein interactions, primary screen, biochemical, uHTS; SUMO1 binding to a labelled peptide, TR-FRET, 1 h; inhibition, % at 20 µM; hit rate 0.33% among 360,000; AID 602429, 2012; in the data active = inhibition above about 37%
Target sequence (P63165 whole entry, looked up): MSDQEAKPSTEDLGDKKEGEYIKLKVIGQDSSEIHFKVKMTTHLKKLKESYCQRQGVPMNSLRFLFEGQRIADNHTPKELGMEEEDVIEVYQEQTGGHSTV
NadD inh: inhibitors of S. aureus NadD, primary screen, biochemical, colorimetric, uHTS. Nicotinate-nucleotide adenylyltransferase NadD (Staphylococcus aureus N315). purified NadD enzyme, colorimetric absorbance read-out. inhibition, % at 20 µM. hit rate 0.78% among 360,000; in the data active = inhibition above about 26%; note: some compounds past the cut are filed as inactive
CSN inh: inhibitors of CSN-mediated cullin deneddylation, primary screen, biochemical, fluorescence polarization, uHTS; COP9 signalosome complex subunit 5 (Homo sapiens), Q92905; Purified CSN, SCF-Nedd8-OG deneddylation; inhibition, % at 12.5 µM; hit rate 0.38% among 360,000;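 active = pattern-corrected inhibition above about 35%, with an unprinted fluorescence ratio check between 0.5 and 1.5, limit read from the data, passing the limit was not always enough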;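 note: 0% = enzyme with substrate and 100% = substrate without enzyme; some results filed as inactive read as strong as hits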
Target sequence (Q92905 whole entry, looked up, one chain of several): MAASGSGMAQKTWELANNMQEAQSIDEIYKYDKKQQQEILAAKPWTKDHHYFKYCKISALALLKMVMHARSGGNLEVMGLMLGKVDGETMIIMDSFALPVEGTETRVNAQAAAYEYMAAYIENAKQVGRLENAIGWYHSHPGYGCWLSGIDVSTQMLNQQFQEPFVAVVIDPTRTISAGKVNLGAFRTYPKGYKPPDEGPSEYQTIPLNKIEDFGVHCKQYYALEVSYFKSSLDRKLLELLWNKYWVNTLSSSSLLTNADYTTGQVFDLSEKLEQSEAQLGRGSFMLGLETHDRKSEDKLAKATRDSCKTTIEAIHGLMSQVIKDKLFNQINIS
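Material: human Csn5 produced in HEK293T cells; Input: enzyme 0.24 nM; Reagent: SCFSkp2-Nedd8OG substrate at 10 nM final; Dosing: 12.5 µM compound; Incubation: 90 min reaction at room temperature; Detection: fluorescence polarization of the substrate; Evaluation: % inhibition of substrate cleavage by Csn5; Control set: substrate-only high control, full reaction low control.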
DNMT1 block: human DNMT1 methyltransferase inhibitors, primary screen, biochemical, molecular beacon, fluorescence, HinP1I cleavage, uHTS. inhibition (reported as % activation of signal), % at 10 µM. AID 588458, 2011. DNA (cytosine-5)-methyltransferase 1 (Homo sapiens), P26358. hit rate 0.83% among 360,000; in the data active = inhibition above about 50%
Scp1 inh: Scp-1 phosphatase inhibitors, primary screen, biochemical, colorimetric, uHTS; inhibition, % at 20 µM; AID 493091, 2011; hit rate 0.88% among 340,000; Recombinant Scp1, phosphopeptide, malachite green phosphate absorbance; Carboxy-terminal domain RNA polymerase II polypeptide A small phosphatase 1 (Homo …;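 active = inhibition above about 50% at 20 µM, limit read from the data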;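 note: plate controls were DMSO wells with enzyme for no effect and wells lacking enzyme for full effect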
Target sequence (Q9GZU7 76-261 limits assumed): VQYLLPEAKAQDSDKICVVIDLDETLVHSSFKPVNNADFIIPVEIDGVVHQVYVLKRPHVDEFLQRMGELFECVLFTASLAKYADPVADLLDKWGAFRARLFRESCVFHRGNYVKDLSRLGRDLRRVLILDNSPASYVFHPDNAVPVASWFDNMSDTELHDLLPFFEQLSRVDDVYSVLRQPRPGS
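Test system: SCP-1 phosphatase catalytic domain, residues 76-261 | Compound dosing: One concentration, 20 µM, with 1.0% DMSO | Schedule: 45 min room-temperature reaction, 5 min colour, 30 min stabiliser | Detection: Absorbance at 630 nm | Read-out basis: % inhibition of SCP-1 phosphate liberation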
Rpn11 inh: Rpn11 (PSMD14) deubiquitinase inhibitors, primary screen, biochemical, fluorescence polarization, uHTS. 26S proteasome non-ATPase regulatory subunit 14 (Homo sapiens), O00487. human 26S proteasome, Ub4-pepOG fluorescence polarization; 20S core pre-blocked with epoxomicin. calls only at 20 µM. hit rate 0.59% among 360,000. AID 588493, 2011;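 active = inhibition at 20 µM, scaled to each plate's controls, above about 33%, limit read from the data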
LMPTP inh: LMPTP phosphatase inhibitors, primary screen, biochemical, fluorescence intensity, uHTS. Low molecular weight phosphotyrosine protein phosphatase (Homo sapiens), P24666. recombinant LMPTP-A, OMFP fluorogenic substrate. inhibition, % at 20 µM. hit rate 0.22% among 360,000. AID 651560, 2012;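 active = compounds that cut the enzyme signal by at least half of the control window in the single-dose screen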;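 note: plate controls were DMSO wells with enzyme plus substrate for no effect and substrate without enzyme for full effect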
Target sequence (P24666 whole entry, looked up): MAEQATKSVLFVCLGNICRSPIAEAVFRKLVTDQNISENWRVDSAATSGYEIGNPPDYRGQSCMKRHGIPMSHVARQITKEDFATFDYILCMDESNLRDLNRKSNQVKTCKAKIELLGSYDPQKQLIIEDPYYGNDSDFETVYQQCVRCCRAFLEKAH
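material = LMPTP-A | quantity = 0.625 nM enzyme | reagent = OMFP substrate, 400 µM final | buffer or medium = Bis-Tris pH 6.0, DTT, detergent | detection = endpoint fluorescence intensity from OMFP dephosphorylation | dosing = single 20 µM dose | read-out basis = % inhibition relative to no-enzyme and uninhibited control wells | control set = no-enzyme and uninhibited controls | timing = 50 min at room temperature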
Neddyl block: inhibitors of cullin neddylation, primary screen, biochemical, TR-FRET, uHTS, NAE and Ubc12. NEDD8-conjugating enzyme Ubc12 (Homo sapiens) + NEDD8-activating enzyme E1 regulatory …. calls only at 25 µM. hit rate 0.58% among 360,000. AID 651699, 2012; in the data active = inhibition above about 36%
STEP inh: STEP phosphatase inhibitors, primary screen, biochemical, fluorescence intensity, uHTS | AID 588621, 2011 | recombinant STEP, OMFP fluorogenic substrate | Tyrosine-protein phosphatase non-receptor type 5 (Homo sapiens), P54829 | hit rate 0.25% among 360,000 | inhibition, % at 20 µM;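 active = inhibition at 20 µM, scaled per plate between control wells, above about 37%, limit read from the data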;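 note: 0% = DMSO with enzyme and substrate and 100% = substrate only without enzyme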
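material = STEP tyrosine phosphatase | reagent = fluorogenic phosphatase substrate OMFP at 25 µM final | doses = single compound dose of 20 µM, 1% DMSO final | schedule = 20 min reaction, room temperature, in the dark | measured by = fluorescence, 480/540 nm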
An asterisk follows results filed as active; i = inactive; x = no result given; + = active, no number.

SMILES	Rin1 Abl inh	SUMO1 PPI mod	NadD inh	CSN inh	DNMT1 block	Scp1 inh	Rpn11 inh	LMPTP inh	Neddyl block	STEP inh
CC(C)[C@H]1C(=O)O[C@@H]2CCN3CC=C(COC(=O)[C@](C)(O)[C@]1(C)O)[C@H]23	3	3	-2	0	1	-13	i	-0.7	i	2
CCC(C)N1C(=O)/C(=C/c2ccc3c(c2)CCN3CCCCl)C(=O)NC1=S (centres undefined)	-1	-1	40*	22	85*	-5	x	2.0	i	0
NCC(=O)c1ccccc1	-1	9	2	-1	3	-9	i	-1.9	i	-3
CCOc1ccc2c(c1)c(C(C)=O)c(C)n2Cc1ccco1	4	0	-6	-2	-7	23	i	0.6	i	-1
Cc1ccc2c(c1)CNc1ccccc1O2	-1	-4	3	3	-1	0	i	1.0	i	1
COC(=O)C1=C(c2ccc(OC(F)(F)F)cc2)C[C@@H]2CC[C@H]1N2C(=O)NCc1cc(C)oc1C(F)(F)F	1	-1	-2	-4	-4	-8	i	0.3	i	-1
N#CC(CCN1CCOCC1)(c1ccccc1)c1ccccc1	6	0	-3	-1	-1	-7	i	-1.1	i	0
Cc1ccccc1NC(=O)c1cc(-c2ccccc2)n(CCCN2CCOCC2)c1C	7	3	-1	3	2	-10	i	-3.0	i	3
N/C(=N\N=C/c1ccc(-c2ccc(O)c(C(=O)O)c2)o1)N[N+](=O)[O-]	-1	27	4	41	88*	80*	i	30	i	71*
COc1c(C)cc(C(=O)C2CCCN(Cc3cccc(O)c3)C2)cc1C (centres undefined)	2	-3	-3	-1	-1	-4	i	0.2	i	1
O=[N+]([O-])c1ccc(Cl)cc1	3	-3	5	2	-4	-6	i	-3.1	i	2
CCN1CCN(C(=O)COc2ccc(S(=O)(=O)N3CCOCC3)cc2Cl)CC1	-1	-1	-20	3	0	-7	i	0.0	i	-2
Cc1ccc(C(=O)Nc2ccc(-n3ccnc3P(=O)(O)c3ccccc3)cc2)cc1	1	1	6	0	-1	-1	i	-1.8	i	2
COc1cccc2c1N=C1CCCC3CN(C(C)=O)CCC123 (centres undefined)	-1	6	-1	-3	-4	-8	i	-1.2	i	1
O=c1[nH]c(=O)n(-c2ccc(F)cc2)c(O)c1C=Nc1ccccc1N1CCCC1	0	-2	5	16	20	-7	+	1.6	i	0
CCOC(=O)c1c(-n2c(C)cc(/C=C3\C(=O)NC(=O)N(C)C3=O)c2C)sc2c1CCCC2	5	35	13	2	30	0	i	3.4	i	0
O=c1[nH]c(=O)n(-c2ccc(Br)cc2)c(O)c1C=NCCN1CCCCC1	0	2	-4	9	-5	5	i	-5.9	i	-3
COC(=O)C1=C(c2cccc(C#N)c2)C[C@@H]2CC[C@H]1N2C(=O)NCc1ccc(F)cc1	0	2	3	4	0	-11	i	0.4	i	-3
CCOS(C)(=O)=O	2	2	0	0	-1	-12	i	-1.4	i	2
CN1c2ccccc2Oc2ccccc21	2	0	3	-6	-5	5	i	0.6	i	-1
O=[N+]([O-])c1ccc(N2CCNCC2)cc1N1CCCCC1	-3	-17	-7	-7	11	4	i	2.8	i	2
COc1cccc(-n2c(O)c(C=NCc3ccc4c(c3)OCO4)c(=O)[nH]c2=O)c1	1	-3	-4	5	-4	-2	i	-1.2	i	1
CC(C)(C)n1nnnc1C(C1CC1)N1CCC(n2c(=O)[nH]c3ccccc32)CC1 (centres undefined)	16	7	2	-1	0	x	i	7.2	i	0
CN(C)P(=O)(NC(=O)c1cccn1C)N(C)C	4	7	1	3	-7	0	i	0.0	i	0
CC1(C)CC(=O)C2=C(C1)NC(=O)C21C(C(=O)OC(C)(C)C)=C(N)Oc2ccc(Br)cc21 (centres undefined)	-1	-7	-1	-2	-1	-6	i	-1.1	i	-1

More compounds
SMILES	Rin1 Abl inh	SUMO1 PPI mod	NadD inh	CSN inh	DNMT1 block	Scp1 inh	Rpn11 inh	LMPTP inh	Neddyl block	STEP inh
CC(C)Cc1nnc(NC(=O)CCC(=O)N2CCC3(CC2)OCCO3)s1	-1	3	1	2	3	-4	i	-0.2	i	3
COC(=O)C(O)(c1ccc(NC(=S)NC(=O)c2ccccc2)cc1)C(F)(F)F (centres undefined)	6	3	-8	-3	-9	-8	i	1.5	i	-1
Cc1cccc(C)c1-n1nnnc1C(c1cccs1)N1CCC2(CC1)C(=O)NCN2c1ccccc1 (centres undefined)	5	6	14	2	-8	x	i	4.9	i	3
CCc1cc(=O)oc2cc(OCC(=O)N3C[C@H]4C[C@@H](C3)c3cccc(=O)n3C4)ccc12	0	0	2	-3	2	7	i	-1.4	i	0
COc1ccc(-c2nn(CCC#N)cc2C(=O)Nc2ccc(C(C)=O)cc2)cc1[N+](=O)[O-]	-2	-18	-6	1	-4	-13	i	-1.2	i	-2
OC[C@H]1O[C@@H](n2cnc3cc(Cl)c(Cl)cc32)[C@H](O)[C@@H]1O	2	10	3	-7	9	2	i	-2.7	i	3
Nc1c2c(nc3sc4c(c13)CCCC4)CCCCC2	1	1	-3	2	0	-6	i	1.4	i	0
CSc1ccc(C(=O)C2CCCN(Cc3cnc(SC)nc3)C2)cc1 (centres undefined)	2	-2	0	3	3	5	i	0.1	i	0
CC(Oc1ccc(-c2ccccc2)cc1)C(=O)O (centres undefined)	0	2	-1	-3	0	-5	i	-0.7	i	4
Fc1cccc(CCNCc2ccccn2)c1	0	-5	9	1	0	10	i	-1.9	i	0
C=CCn1c(O)c(C(C)=Nc2ccc(N(C)C)cc2)c(=O)[nH]c1=O	2	-4	8	2	0	-2	i	-0.4	i	-1
Cc1ccc(OCC(=O)N2CCN(Cc3cccnc3)CC2)cc1	-3	0	1	2	1	-2	i	-0.1	i	0
COC(=O)C1=CO[C@@H](C)[C@H]2CN3CC[C@]4(C(=O)Nc5ccccc54)[C@@H]3C[C@H]12	-1	-3	-5	3	-1	10	i	0.4	i	-4
O=P(NS(=O)(=O)c1ccccc1)(Oc1ccccc1)Oc1ccccc1	3	4	0	3	3	-7	i	-2.3	i	2
NC(N)=N/N=C/c1cn(-c2ccccc2)nc1-c1cccs1	-2	-12	-2	10	10	-3	i	3.5	i	8
C=CCN1C(=O)NC(=O)/C(=C/c2c(CCN(C)C(=O)c3ccccc3)cc3c(c2OC)OCO3)C1=O	-3	11	4	-1	10	-1	i	-1.4	i	-2
O=C1NCCCCC1(Cl)Cl	3	6	-5	-4	-4	-10	i	-0.2	i	0
Nc1cc2nc3ccccc3nc2cc1N	-2	2	5	-2	-29	-3	i	30	i	1
O=C1C=C2C=C[C@@H]3CC2(O1)[C@H]1CCCCN31	-5	3	1	0	3	-4	i	-1.6	i	1
Cc1ncc(C(=O)O)n1C(C)c1ccccc1 (centres undefined)	0	2	-3	-2	-2	x	i	-1.7	i	2
O=C1NC(=O)N(c2ccccc2)C(=O)/C1=C/c1coc2ccc(O)cc2c1=O	-5	2	4	3	7	-3	i	0.4	i	3
COc1cc2c(cc1OC)[C@H]1C(=O)c3ccc4c(c3O[C@H]1CO2)C[C@@H](C(C)(C)O)O4	1	-9	-1	-5	-2	-1	i	2.1	i	4
BrCC(Br)(Br)Br	0	1	2	6	-1	-3	i	0.9	i	1
COc1ccc(C(=O)N/N=C/C23CC[C@@H](O)CC2(O)CC[C@@H]2[C@@H]3CCC3(C)C(C4=CC(=O)OC4)CCC23O)cc1 (some centres undefined)	2	2	1	1	-2	56*	i	-1.4	i	1
NP(=O)(OCCCc1ccccc1)Oc1ccc(Cl)cc1 (centres undefined)	3	4	-6	-1	-1	-19	i	0.0	i	1

Next entries.
SMILES	Rin1 Abl inh	SUMO1 PPI mod	NadD inh	CSN inh	DNMT1 block	Scp1 inh	Rpn11 inh	LMPTP inh	Neddyl block	STEP inh
CCn1ccnc1CN1CCCC(C(=O)c2cc(F)ccc2OC)C1 (centres undefined)	-2	-2	-2	2	0	-1	i	-1.6	i	1
COc1cccc(Oc2c(C)oc3cc(OC(=O)N(C)C)ccc3c2=O)c1	-3	5	6	-1	2	-7	i	-0.9	i	-1
CCCCn1nnnc1C(CCSC)N1CCC2(CC1)C(=O)NCN2c1ccccc1 (centres undefined)	3	4	-5	2	-2	x	i	0.0	i	-1
O=c1[nH]c2ccccc2n1C1CCN(C(c2nnnn2C2CCCCC2)C2CC2)CC1 (centres undefined)	74*	6	8	2	-2	x	i	3.1	i	2
C[C@@H]1CN([C@@H](C)CO)C(=O)CCCn2nncc2CO[C@H]1CN(C)C(=O)Oc1ccccc1	-4	-2	7	0	-2	x	i	-0.7	i	-1
COc1ccc(CC(C)Nc2cccc(F)c2)cc1 (centres undefined)	0	-1	-3	4	0	-4	i	0.7	i	-1
Nc1cnn(-c2ccccc2)c(=O)c1Cl	1	2	-1	3	2	15	i	-0.3	i	-2
COc1ccc(OCC(=O)N2CCN(C/C=C/c3ccccc3)CC2)cc1	2	-1	1	-5	0	7	i	1.1	i	-4
COc1ccc(N2C(=O)NC(=O)/C(=C\c3ccccc3[N+](=O)[O-])C2=O)cc1	1	-2	4	-4	0	-7	i	-0.5	i	10
CC/C(=N\NC(=O)c1ccccc1)c1c(O)n(Cc2ccccc2)c(=O)[nH]c1=O	-5	8	-3	13	-2	-18	i	-0.3	+	1
COC(=O)C1=C(c2ccc(OC)c(OC)c2)C[C@@H]2CC[C@H]1N2C(=O)NCCOc1ccccc1	1	13	-8	-3	1	25	i	-0.6	i	-1
O=S(=O)(c1ccc(F)cc1)N1CN2CCN(C2)C1	0	-11	4	0	0	5	i	-9.8	i	-4

3 structures already listed, sorted by molecular weight, lowest first:
SMILES	Rin1 Abl inh	SUMO1 PPI mod	NadD inh	CSN inh	DNMT1 block	Scp1 inh	Rpn11 inh	LMPTP inh	Neddyl block	STEP inh
CCn1ccnc1CN1CCCC(C(=O)c2cc(F)ccc2OC)C1 (centres undefined)	-2	-2	-2	2	0	-1	i	-1.6	i	1
COc1ccc(OCC(=O)N2CCN(C/C=C/c3ccccc3)CC2)cc1	2	-1	1	-5	0	7	i	1.1	i	-4
C[C@@H]1CN([C@@H](C)CO)C(=O)CCCn2nncc2CO[C@H]1CN(C)C(=O)Oc1ccccc1	-4	-2	7	0	-2	x	i	-0.7	i	-1

Source: PubChem BioAssay

Only part of the results is shown, so the mix of outcomes need not match the whole.
